# Screens (PubChem BioAssay)
# Pol beta inh = blocks human DNA polymerase beta activity | P06746 | Pol beta primer extension/strand displacement, fluorescence kinetic | Potency, µM (titrated, usually from 114 µM), for inactives: at the top dose activity change, negative = inhibition, actives largely listed as inhibitors | hit rate 1.3% among 340,000 | AID 485314; also: % is scaled to controls: 0 for no effect and ±100 for the full control effect
#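 Preincubation: enzyme (10 nM) with compound, 15 min, RT. Reaction: substrate added to 50 nM final. Reads: 0 and 10 min. Analysis: normalized, Hill fit.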
# BAZ2B block = inhibitors of human BAZ2B bromodomain. AID 504333. AlphaScreen BAZ2B-H3K14Ac peptide displacement. Potency, µM (top dose mostly 114 µM), for the others: at the top dose activity change, negative = inhibition, usual class: inhibitors. Q9UIF8. hit rate 4.4% among 360,000; also: % is scaled to controls: 0 for no effect and ±100 for the full control effect; nearly all actives have a fitted effect of over 60% in size
#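 AlphaScreen luminescence quantifies BAZ2B engagement of H3K14Ac peptide; the protein and biotinylated peptide are both at 50 nM final, buffer PBS pH 7.4 with 0.01% Tween-20, all steps at room temperature.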
# BLM helicase inh = blocks DNA unwinding by human BLM helicase; recombinant BLM DNA unwinding, fluorescence dequenching; Potency, µM (highest dose often 56.1 µM), inactives show top-dose activity change, negative = inhibition, usual class: inhibitors; hit rate 0.2% among 350,000;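 also: plate controls were vehicle for no effect and no enzyme for full effect; nearly all actives have a fitted effect of over 35% in size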
# Pol iota inh = inhibitors of human DNA polymerase iota | Q9UNA4 | Pol iota fluorescent replication assay, 10 min | Potency, µM (top dose mostly 115 µM), for inactives: top-dose activity, negative = inhibition, usual class: inhibitors | hit rate 1% among 390,000 | AID 588590
#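 Fluorescent replication assay read twice, at 0 min and 10 min after adding 50 nM (final) substrate. Enzyme (10 nM) and compounds were first incubated 15 min at room temperature; enzyme-free buffer wells were negative controls.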
# Pol kappa inh = DNA polymerase kappa (human) inhibition | Q9UBT6 | purified Pol kappa, fluorescent DNA synthesis assay, 10 min | Potency, µM (titrated, usually from 107 µM), for the others: at the top dose activity, negative = inhibition, hits mostly inhibitors | hit rate 0.53% among 400,000 | AID 588579; also: % is scaled to controls: 0 for no effect and ±100 for the full control effect
#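 Here, compound and 10 nM enzyme are combined for 15 min at room temperature; adding 50 nM substrate (final) starts DNA synthesis, tracked by fluorescence at 0 and 10 min against buffer-only wells.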
# JMJD2A Tudor = JMJD2A Tudor domain (human) inhibition. O75164. AlphaScreen JMJD2A-Tudor / H3K4me3 peptide binding. Potency, µM (top dose mostly 114 µM), for the others: top-dose activity change, negative = inhibition, most hits filed as inhibitors. hit rate 4.4% among 390,000; also: % is scaled to controls: 0 for no effect and ±100 for the full control effect; nearly all actives have a fitted effect of over 50% in size
# G9a block = blocks human histone lysine methyltransferase G9a; Q96KQ7; G9a H3K9 monomethylation, AlphaScreen, 2 h; Potency, µM (highest dose often 102 µM), inactives show at the top dose activity, negative = inhibition, usual class: inhibitors; hit rate 8.8% among 350,000; AID 504332; also: % is scaled to controls: 0 for no effect and ±100 for the full control effect; nearly all actives have a fitted effect of over 75% in size
# Target sequence (Q96KQ7 913-1193 limits assumed): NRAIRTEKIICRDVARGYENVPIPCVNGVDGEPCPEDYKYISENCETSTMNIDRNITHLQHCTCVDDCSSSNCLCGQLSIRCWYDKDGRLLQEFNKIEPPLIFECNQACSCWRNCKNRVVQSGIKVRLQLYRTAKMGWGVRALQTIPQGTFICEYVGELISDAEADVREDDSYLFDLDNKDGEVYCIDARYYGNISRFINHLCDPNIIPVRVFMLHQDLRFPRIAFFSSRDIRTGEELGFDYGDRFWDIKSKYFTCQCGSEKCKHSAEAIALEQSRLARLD
#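 G9a (20 nM) was preincubated 15 min with compound, then reacted 2 h at room temperature with 500 nM biotin-H3K9 peptide and 20 µM SAM. Monomethyl-H3K9 detected by AlphaScreen using anti-H3K9me1 antibody.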
# APE1 inh = APE1 (human) endonuclease inhibition | AID 2517 | P27695 | Potency, µM (titrated, usually from 65.8 µM), without a hit: top-dose activity change, negative = inhibition, hits mostly inhibitors | hit rate 0.35% among 350,000 | recombinant APE1, TAMRA/BHQ-2 abasic DNA cleavage fluorescence;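 also: plate controls were vehicle for no effect and reference inhibitor for full effect; nearly all actives have a fitted effect of over 55% in size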
# Target sequence (P27695 whole entry, looked up): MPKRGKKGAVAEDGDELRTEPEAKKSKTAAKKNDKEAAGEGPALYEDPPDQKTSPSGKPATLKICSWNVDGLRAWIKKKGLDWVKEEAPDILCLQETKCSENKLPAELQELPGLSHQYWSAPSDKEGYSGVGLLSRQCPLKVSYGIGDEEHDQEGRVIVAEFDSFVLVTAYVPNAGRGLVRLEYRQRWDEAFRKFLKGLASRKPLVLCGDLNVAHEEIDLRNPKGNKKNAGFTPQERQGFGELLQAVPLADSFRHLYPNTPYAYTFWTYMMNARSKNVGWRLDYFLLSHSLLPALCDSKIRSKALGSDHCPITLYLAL
#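 APE1 at 0.75 nM final was preincubated with compound 15 min at room temperature, then 50 nM double-stranded THF abasic-site substrate (5'-TAMRA/3'-BHQ-2) was added. Fluorescence (ex 525/em 598 nm) was read kinetically; third-minus-first read gave activity.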
# Pol eta inh = DNA polymerase eta (human) inhibition; Q9Y253; recombinant Pol eta, fluorescent DNA replication assay; Potency, µM (top dose mostly 114 µM), inactives show at the top dose activity change, negative = inhibition, actives largely listed as inhibitors; hit rate 1.2% among 390,000; also: % is scaled to controls: 0 for no effect and ±100 for the full control effect
#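 Pol eta at 10 nM preincubated with compounds 15 min at room temperature; reaction started with fluorescent substrate (50 nM final) and read kinetically at 0 and 10 min.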
# The depositor's hits bear a star; ? = inconclusive; · = no result given; [ ] = remark or other dose. Calls follow the shape of the dose curve; as a rule, active = well fitted curve in the direction sought with a large enough effect; inconclusive = small, poorly fitted or top-dose-only effect, or another doubt; inactive = no such curve, though single readings can be large; an effect the other way counts as inactive or inconclusive. Potency is read from the fitted curve at half-maximal effect. This is a subset; the hit share may differ from the screen's.
SMILES,Pol beta inh,BAZ2B block,BLM helicase inh,Pol iota inh,Pol kappa inh,JMJD2A Tudor,G9a block,APE1 inh,Pol eta inh
Cc1ccc(S(=O)(=O)CC(=O)Nc2ccccn2)cc1,8%,3%,-6%,-24%,-12%,-4%,11%,23%,-7%
Cn1nc(C(=O)OCC(=O)NCCc2ccccc2)c2ccccc2c1=O,5%,-4%,-1%,-19%,-11%,-13%,4%,-7%,-2%
CCN(CC(=O)Nc1ccc(NC(C)=O)cc1)C(=O)C1CCC1,·,9%,·,-4%,-18%,-13%,-10%[2.33 µM],20%,-9%
O=C(O)c1cc2sccc2s1,7%,-22%,0%,-7%,6%,2%,-40%[59 µM],1%,-13%
COc1ccccc1-c1nnc(SCc2nc3ccccc3[nH]2)n1C,3%,3%,-2%,-5%,-15%,-19%,15%[59 µM],1%,9%
CCN(CC)S(=O)(=O)c1ccc(N2CCOCC2)c(NC(=O)c2ccc(OC)c([N+](=O)[O-])c2)c1,-3%,-2%,-5%,18%,0%,-21%,12%[12.7 µM],3%,-9%
Cc1cccc2cc(/C=C3\N=C(c4ccccc4)OC3=O)c(N3CCOCC3)nc12,6%,-25%,-4%,26%,-10%,4%,-50%,-5%,-18%
Cc1ccc(C)c(N2CCN(S(=O)(=O)c3ccc4c(c3)n(C)c(=O)c(=O)n4C)CC2)c1,-1%,·,-3%,-4%,2%,-9%,-8%[59 µM],·,-4%
COc1ccc(NC(=O)Cn2c(=O)oc3cc(S(=O)(=O)N4CCCC4)ccc32)c(OC)c1,3%,-37%,-4%,?,-7%,-29%,·,2%,-5%
CCOc1cccc(OCCCCn2cnc3ccccc3c2=O)c1,-19%,0%,1%,174%[activator],-5%,3%,19%,-3%,?
Cc1cc(C)c(NC(=O)C(C)(C)C)c(Cl)c1,29%,3%,1%,6%,-2%,8%,17%,-5%,-12%
COc1cc(C(=O)NCCOc2ccccc2)cc(OC)c1OC,65%,17%,-1%,77%[activator],-16%,-2%,-6%[2.33 µM],-13%,-3%
CCc1noc(C)c1C(=O)Nc1nc(-c2ccccc2)cs1,·,12%,·,44%[activator],4%,?,-40%,-4%,-15%
Cc1ccc(S(=O)(=O)N2CCOC2C(Cl)(Cl)Cl)cc1 (stereo unspecified),-11%,13%,-3%,24%,13%,-4%[11.4 µM],·,-4%,28%
O=C1CSC(=Nc2ccccc2Cl)N1,3%,-4%,-2%,1%,-2%,-32%,?,0%,0%
CCCCN(C(=O)c1cccc(S(=O)(=O)N(C)c2ccc(C)cc2)c1)c1c(N)n(CCCC)c(=O)[nH]c1=O,·,-13%,·,-7%,-4%,-24%,?,26%,-12%
Cc1cccc(-n2nnnc2SCC(=O)NC2CCCC2)c1,·,·,·,-16%,-21%,-2%,·,-1%,-8%
O=C(C1CCCO1)N1CCN(C(=S)Nc2ccc(Cl)c(Cl)c2)CC1 (stereo unspecified),33%,-5%,5%,-15%,-9%,-3%,-5%[59 µM],-1%,-3%
COc1ccc(C2C(=O)N(C3CCCCCC3)CC(=O)N2CCc2ccc(OC)c(OC)c2)cc1 (stereo unspecified),1%,-11%,-1%,14%,3%[60.1 µM],-29%,-23%[59 µM],·,-13%
CCn1c(C)nc2cc(C(=O)OCCC(F)(F)F)ccc21,16%,4%,0%,6%,-2%,12%,3%,-2%,3%
O=C1Nc2ccccc2Oc2cc([N+](=O)[O-])cc(Oc3ccccc3)c21,?,?,-10%,?,-39%,?,-10%,-4%,?
Cc1cc(C)c(NC(=O)c2cc(CN3CCOCC3)on2)c(C)c1,26%,-5%,1%,7%,3%,-9%,14%[59 µM],·,-8%
Cc1ccc(S(=O)(=O)NNC(=O)CCC(=O)Nc2ccc(C)cc2C)cc1,28%,-1%,7%,-4%,-1%,-6%,-21%[59 µM],1%,-13%
COc1ccc(CCN(C)C(=O)CN2C(=O)NC3(CCCCC3C)C2=O)cc1OC (stereo unspecified),·,6%,·,24%,0%,-5%,?,25%,-16%
Cn1nccc1C(=O)Nc1ccc(S(=O)(=O)N2CCCC2)cc1,46%,7%,-1%,6%,-2%,3%,·,5%,-11%
# Next results
SMILES,Pol beta inh,BAZ2B block,BLM helicase inh,Pol iota inh,Pol kappa inh,JMJD2A Tudor,G9a block,APE1 inh,Pol eta inh
Cc1ccc(NC(=O)CSc2nc3ccccc3c(=O)n2CCCC(=O)N2CCCC2)cc1,5%,?,-1%,5%,2%,1%,7%,3%,-13%
CCCCC(=O)N/N=C(\C)CC(=O)Nc1ccccc1Br,50%,7%,4%,-3%,3%,-9%,0%[59 µM],2%,-15%
COc1ccc(N2CCOCC2)c(NC(=O)c2cccs2)c1,3%,-5%,-6%,34%[activator],4%,-8%,-9%[12.7 µM],4%,-14%
O=C(CCn1cnc2ccccc2c1=O)Nc1ccc2c(c1)OCCO2,-1%,0%,-1%,4%,-3%,14%,-1%[12.7 µM],-1%,-11%
CC(=O)O[C@H]1CC[C@@]2(C)[C@@H](CC[C@@H]3[C@@H]2CC[C@]2(C)[C@@H](C(C)(C)O)C[C@@H]32)C1,·,-1%,·,29%,-5%,-18%,-7%[2.33 µM],29%,-8%
C=C1CCC[C@]2(C)C[C@H]3OC(=O)C(CNCCN(C)C)[C@H]3CC12 (stereo partly specified),9%,-7%,1%,9%,17%,-17%,0%[12.7 µM],-11%,7%
Cc1cc(C)c(C#N)c(N2CCN(CCOc3ccc(Cl)cc3)CC2)n1,-11%,5%,-11%,-4%,-5%,4%,7%[2.33 µM],19%,-8%
COc1ccccc1NC(=O)N1CCc2[nH]c3ccc(F)cc3c2C1,1%,2%,-1%,20%,-9%,-33%,-59%,-5%,-23%
OCCNc1nc(-c2ccccc2)c2ccccc2n1,16%,8%,-2%,?,?,-11%,-27%[0.0925 µM],-2%,-14%
Cn1cc(Cc2ccccc2)c(=O)c(Cc2ccccc2)c1,·,·,·,13%,1%,-22%,·,·,-3%
O=C(CN1CCN(S(=O)(=O)c2ccccc2)CC1)Nc1ccnn1C1CCCC1,·,2%,·,-15%,6%,-4%,0%[2.33 µM],-8%,-6%
COc1ccc(-c2nc(-c3ccccc3)c(-c3cc([N+](=O)[O-])ccc3C)[nH]2)cc1OC,-5%,45µM*,-19%,1%,-13%,-18%[11.4 µM],?,-2%,-22%
CC1(c2ccc(O)cc2)NC(=O)N(c2ccccc2)N1 (stereo unspecified),-4%,-4%,-8%,54%[activator],-2%,-3%,-6%,-1%,-16%
Clc1ccccc1/C=C/c1ccnc2ccccc12,7%,273%[activator],-4%,-14%,6%,54%[activator],290%[activator],54%[activator],?
O=C(O)c1cccnc1Sc1ccccc1Cl,-16%,?,-8%,17%,6%,-11%,·,13%,-1%
CCOc1cc(C=NN2CCCCCC2)ccc1O,·,·,·,71%[activator],-15%,50µM*,·,·,-17%
COc1ccccc1NS(=O)(=O)c1cccc(C(=O)N/N=C/c2ccc(C)o2)c1,8%,-22%,-7%,7%,-17%,-24%,?,14%,-4%
COc1cc(SC)ccc1C(=O)NC(C)C,20%,-16%,-11%,34%[activator],-3%,-2%,-7%,1%,-7%
O=C(NC(=O)c1ccc(F)cc1)Nc1nc(-c2cccs2)cc(C(F)(F)F)n1,12%,7%,2%,?,-1%,-12%,-13%,19%,-8%
Cc1c(Cl)ccc(S(=O)(=O)N2CCN=C2c2ccccc2)c1Cl,-11%,9%,-2%,-3%,-8%,1%,7%[59 µM],2%,-11%
COCCCNc1nc2c(c(=O)[nH]c(=O)n2C)n1CC(O)COc1cccc(C)c1 (stereo unspecified),7%,8%,0%,9%,-16%,-1%,10%,1%,-14%
COc1ccccc1Oc1ccc2c(c1)C(=O)N(c1cccc3ncccc13)C2=O,-28%,5%,-13%,?,-19%,-8%,18%[59 µM],-9%,10%
O=C(Cn1ccc2cc(S(=O)(=O)N3CCCC3)ccc21)NCc1ccccc1Cl,2%,-14%,-1%,17%,-16%,-16%,-3%[59 µM],·,-14%

# 10 successive records from above, quoted:
SMILES,Pol beta inh,BAZ2B block,BLM helicase inh,Pol iota inh,Pol kappa inh,JMJD2A Tudor,G9a block,APE1 inh,Pol eta inh
Cc1ccc(NC(=O)CSc2nc3ccccc3c(=O)n2CCCC(=O)N2CCCC2)cc1,5%,?,-1%,5%,2%,1%,7%,3%,-13%
CCCCC(=O)N/N=C(\C)CC(=O)Nc1ccccc1Br,50%,7%,4%,-3%,3%,-9%,0%[59 µM],2%,-15%
COc1ccc(N2CCOCC2)c(NC(=O)c2cccs2)c1,3%,-5%,-6%,34%[activator],4%,-8%,-9%[12.7 µM],4%,-14%
O=C(CCn1cnc2ccccc2c1=O)Nc1ccc2c(c1)OCCO2,-1%,0%,-1%,4%,-3%,14%,-1%[12.7 µM],-1%,-11%
CC(=O)O[C@H]1CC[C@@]2(C)[C@@H](CC[C@@H]3[C@@H]2CC[C@]2(C)[C@@H](C(C)(C)O)C[C@@H]32)C1,·,-1%,·,29%,-5%,-18%,-7%[2.33 µM],29%,-8%
C=C1CCC[C@]2(C)C[C@H]3OC(=O)C(CNCCN(C)C)[C@H]3CC12 (stereo partly specified),9%,-7%,1%,9%,17%,-17%,0%[12.7 µM],-11%,7%
Cc1cc(C)c(C#N)c(N2CCN(CCOc3ccc(Cl)cc3)CC2)n1,-11%,5%,-11%,-4%,-5%,4%,7%[2.33 µM],19%,-8%
COc1ccccc1NC(=O)N1CCc2[nH]c3ccc(F)cc3c2C1,1%,2%,-1%,20%,-9%,-33%,-59%,-5%,-23%
OCCNc1nc(-c2ccccc2)c2ccccc2n1,16%,8%,-2%,?,?,-11%,-27%[0.0925 µM],-2%,-14%
Cn1cc(Cc2ccccc2)c(=O)c(Cc2ccccc2)c1,·,·,·,13%,1%,-22%,·,·,-3%
